HT1080NT lethal: kills 2HG-producing HT-1080-NT fibrosarcoma cells; Potency, µM (series often up to 46.1 µM), inactives show at the top dose activity, negative = less viability, usual class: cytotoxic; AID 686970; HT-1080-NT fibrosarcoma viability, CellTiter-Glo ATP luminescence, 48 h; 1.6% of 360,000 active;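 note: NT is the 2HG producing partner of a matched IDH1 knockdown line; potency is the fitted concentration of half-maximal effect; 0% = DMSO-treated cells and -100% = media-only wells without cells; nearly all actives have a fitted effect of over 55% in size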
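Compounds were tested in concentration-response format on HT-1080-NT cells for 48 hours at 37 degrees C. Cell viability came from CellTiter-Glo luminescence; curves were classified by r2, response magnitude and activity.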
IL-1B inflam inh: blocks inflammasome-driven IL-1 beta release; THP-1 LPS/ATP IL-1B secretion, AlphaLISA, 16 h; stronger effect = lower value; activity change, % at 57.5 µM; 4.7% of 360,000 active; AID 743279; in the data active = activity change below about -50%; inconclusive = mostly about -30% to -49%; note: % is set by controls: 0 for no effect and ±100 for the full control effect
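Secreted IL-1B measured by AlphaLISA bead assay after 16 h compound exposure of THP-1 cells; compounds (final up to 57.5 uM) added 1 h before LPS (250 ng/mL) and ATP (1.25 mM) stimulation; lower signal means less secretion.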
ATXN2 expr inh: ATXN2 expression inhibition | HEK-293 ATXN2-luciferase reporter, luminescence, 24 h | Potency, µM (titrated, usually from 57 µM), without a hit: at the highest dose activity change, negative = inhibition, actives largely listed as inhibitors | 0.72% of 360,000 active | AID 1745845; note: potency is the fitted concentration of half-maximal effect; % is set by controls: 0 for no effect and ±100 for the full control effect; nearly all actives have a fitted effect of over 55% in size
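qHTS (up to 57 uM final) was run with 24 h compound exposure of reporter cells at 37 °C. Each well was multiplexed: SteadyGlo luminescence measured ATXN2-luciferase expression after a fluorogenic Gly-Phe-AFC viability readout (25 uM final).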
ATXN viability: cell viability loss in ATXN counter-screen | S2 cells (HEK-293 line with an ATXN2-luciferase reporter) viability, CellTiter-Fluor protease fluorescence, 24 h | Potency, µM (doses to about 56.7 µM), usual class: cytotoxic | 0.49% of 400,000 active | AID 651635; note: potency is the fitted concentration of half-maximal effect; nearly all actives have a fitted effect of over 40% in size
KB-V1 cytotox: kills drug-selected multidrug resistant KB-V1 cells; KB-V1 MDR cells viability, CellTiter-Glo, 72 h; Potency, µM (top dose mostly 46.1 µM), for the others: at the highest dose activity change, negative = cytotoxicity, usual class: cytotoxic; 3.4% of 400,000 active; AID 1347076; note: potency is the fitted concentration of half-maximal effect; % is set by controls: 0 for no effect and ±100 for the full control effect; nearly all actives have a fitted effect of over 60% in size
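Drug-selected KB-V1 cells, grown in DMEM lacking phenol red with 10% FBS, receive compound titrations; after three days at 37 degrees C, surviving cell ATP is quantified by CellTiter-Glo luminescence and responses normalized and curve-fitted.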
HT1080 IDH1KD tx: kills HT-1080 cells with IDH1 knockdown; HT-1080 IDH1 knockdown viability, ATP luminescence, 48 h; Potency, µM (doses to about 46.1 µM), inactives show top-dose activity, negative = toxicity, most hits filed as cytotoxic; AID 686971; 2% of 360,000 active;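 note: potency is the fitted concentration of half-maximal effect; 0% = DMSO wells and -100% = cell-free medium wells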
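After a 2 h attachment period, IDH1KD HT-1080 cells took pin-transferred compound for 48 h at 37 °C; ATP-based luminescence after 10 min room-temperature reagent incubation reported viability.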
MCF10A rerep: DNA re-replication induction in MCF 10a cells; AID 624296; Potency, µM (doses to about 46.1 µM), inactives show at the top dose activity, positive = re-replication, hits mostly activators; MCF 10A DNA re-replication, Hoechst nuclear intensity, 48 h; 2.9% of 350,000 active; note: potency is the fitted concentration of half-maximal effect; % of control where 0% means no effect; nearly all actives have a fitted effect of over 50% in size
KB-3-1 tox: KB-3-1 parental cell cytotoxicity | KB-3-1 viability, CellTiter-Glo ATP luminescence, 72 h | Potency, µM (top dose mostly 46.1 µM), for the others: top-dose activity change, negative = cytotoxic, usual class: cytotoxic | 1.4% of 400,000 active | AID 1347075; note: potency is the fitted concentration of half-maximal effect; % is set by controls: 0 for no effect and ±100 for the full control effect; nearly all actives have a fitted effect of over 60% in size
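Cytotoxicity measured as CellTiter-Glo luminescence after 72 h at 37 C. Compound titrations were pinned onto drug-naive KB-3-1 parental adenocarcinoma cells grown in DMEM with 10% FBS, and normalized data fitted to concentration-response curves.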
SW480 rerep: DNA re-replication induction in SW480 cells. SW480 DNA re-replication, Hoechst DNA content imaging, 48 h. Potency, µM (series often up to 46.1 µM), for inactives: top-dose re-replication activation, usual class: activators. 1.8% of 340,000 active; note: potency is the fitted concentration of half-maximal effect; % of control where 0% means no effect; nearly all actives have a fitted effect of over 55% in size
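Cells (250 per well) received 23 nL compound or DMSO by pin tool and were kept 48 hr at 37 C, 5% CO2. Nuclei were then stained with Hoechst for 40 min and scanned for DNA content.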
An asterisk follows results filed as active; i = inactive; ? = inconclusive; / = not tested or not shown; [ ] = remark or other dose. Unless noted, calls come from the whole dose curve; as a rule, active = well fitted curve in the direction sought with a large enough effect; inconclusive = small, poorly fitted or top-dose-only effect, or another doubt; inactive = no such curve, though single readings can be large; an effect the other way counts as inactive or inconclusive. An unsorted share of the library; any-hit rate near 11%.

[1] CC(C)COc1cccc(C(=O)N(C)CC(=O)Nc2cccc3ccccc23)c1
[2] CCCCSc1nc2sc3c(c2c(=O)n1-c1ccc(C)cc1)CCN(C)C3
[3] CCCCC(CC)C(=O)Nc1cc(C(=O)NCCC)ccc1N1CCC2(CC1)CC(c1cccc(Br)c1)=NO2 (stereo not drawn)
[4] COc1cc2ccc(=O)oc2c(O)c1O
[5] CCOC(=O)c1[nH]c(C)c(CN(C(C)=O)c2ccc(OCC)cc2)c1C
[6] O=S(=O)(NC1c2cccc3cccc(c23)C1N1CCN(CCO)CC1)c1ccccc1 (stereo not drawn)
[7] COc1ccc(CCNC(=O)Cc2ccc(Cl)cc2)cc1OC
[8] Nc1nonc1C(=O)N/N=C/c1ccc(Br)o1
[9] COc1ccc(NC(=O)CSc2n[nH]c(N)n2)cc1OC
[10] O=C(CSc1nnc(-c2ccncc2)o1)Nc1ccccc1C(F)(F)F
assay / entry	1	2	3	4	5	6	7	8	9	10
KB-V1 cytotox	-17.3%	-14.2%	3.7%	-2.1%	?	?	-21.1%	-2.2%	-14.1%	-6.7%
ATXN viability	?	i	i	/	i	?	i	i	i	i
SW480 rerep	5.9%	-3.0%	?	-56.5%[inhibitor]	-4.7%	5.9%[9.22 µM]	3.3%	-76.3%	-38.6%[inhibitor]	-15.1%
ATXN2 expr inh	6.1%	-20.6%	7.4%	-13.4%	-1.5%	?	/	-5.2%	-19.2%	-1.3%
IL-1B inflam inh	-18.9	?	11.3	49.6	40.5	-8.0	12.5	-3.0	-7.1	8.4
HT1080 IDH1KD tx	-5.2%	?	-5.3%	-9.3%	?	?	7.6%	10.5%	0.5%	-2.0%
KB-3-1 tox	-7.2%	?	10.7%	-7.7%	?	?	1.8%	21.9%	1.7%	3.6%
HT1080NT lethal	-4.9%	?	-0.4%	-1.2%	?	-29.2%	4.1%	23.5%	-1.0%	-0.6%
MCF10A rerep	6.3%	?	-12.8%	1.6%	-3.2%	23.1µM*	-6.5%	0.8%	-8.1%	-1.2%

Structures shown so far that have a halogen (four):
[3] CCCCC(CC)C(=O)Nc1cc(C(=O)NCCC)ccc1N1CCC2(CC1)CC(c1cccc(Br)c1)=NO2 (stereo not drawn)
[7] COc1ccc(CCNC(=O)Cc2ccc(Cl)cc2)cc1OC
[8] Nc1nonc1C(=O)N/N=C/c1ccc(Br)o1
[10] O=C(CSc1nnc(-c2ccncc2)o1)Nc1ccccc1C(F)(F)F
assay / entry	3	7	8	10
KB-V1 cytotox	3.7%	-21.1%	-2.2%	-6.7%
ATXN viability	i	i	i	i
SW480 rerep	?	3.3%	-76.3%	-15.1%
ATXN2 expr inh	7.4%	/	-5.2%	-1.3%
IL-1B inflam inh	11.3	12.5	-3.0	8.4
HT1080 IDH1KD tx	-5.3%	7.6%	10.5%	-2.0%
KB-3-1 tox	10.7%	1.8%	21.9%	3.6%
HT1080NT lethal	-0.4%	4.1%	23.5%	-0.6%
MCF10A rerep	-12.8%	-6.5%	0.8%	-1.2%

Next section:
[11] O=C(Nc1ccc(Cl)cc1)OCc1cc(-c2ccccc2Cl)on1
[12] CC1CCCCN1C(=O)COc1ccccc1F (stereo not drawn)
[13] C=CCNC(=O)C1CCN(S(C)(=O)=O)CC1
[14] NC(=O)C1CCN(CC(=O)N2N=CCC2c2ccccc2)CC1 (stereo not drawn)
[15] CN(C)c1ccc(C(=O)NCC(c2cccs2)N2CCOCC2)cc1[N+](=O)[O-] (stereo not drawn)
[16] Cc1sc2nc(C(C)C)nc(SCC(=O)NC3CC3)c2c1C
[17] COc1cc(CNC2CCCC2)cc(Cl)c1OCc1ccc(F)cc1
[18] OCCCNCc1ccc(Cl)cc1Cl
[19] Cc1nnc(SCC(=O)Nc2ccc(N3CCOCC3)cc2)n1Cc1ccccc1
[20] COc1ccc2nc(Nc3nc(CSc4ccc(C)cc4)cc(=O)[nH]3)nc(C)c2c1
assay / entry	11	12	13	14	15	16	17	18	19	20
KB-V1 cytotox	?	?	17.9%	?	-5.5%	?	?	4.3%	0.0%	-4.8%
ATXN viability	i	i	i	?	i	i	?	?	i	i
SW480 rerep	?	5.1%	-0.7%	-1.7%	-3.3%	-4.0%	11.6%	-3.0%	-8.0%	-8.0%
ATXN2 expr inh	-11.8%	28.4%[11.3 µM]	5.3%	/	9.6%	2.3%	?	-20.3%	1.9%	-12.3%
IL-1B inflam inh	4.3	16.5	26.3	-12.4	-6.7	4.6	?	-26.1	53.1	50.3
HT1080 IDH1KD tx	-7.6%	12.7%	4.5%	5.7%	9.3%	0.6%	20.6µM*	0.0%	7.4%	9.1%
KB-3-1 tox	4.5%	-2.3%	5.8%	10.5%	3.1%	0.0%	?	-13.2%	14.7%	?
HT1080NT lethal	0.4%	-1.5%	6.6%	11.9%	8.9%	2.0%	16.4µM*	-9.8%	7.4%	8.6%
MCF10A rerep	1.4%	1.0%	4.2%	-9.2%	-1.0%	3.8%	?	-5.3%	-4.3%	6.8%[9.22 µM]

[21] Cc1ccc2nc(SCC(=O)N3CCCc4ccccc43)nc(=O)n2c1
[22] CCCCCCSc1ccc([C@@H]2[C@@H]3C(=O)N(CC)C(=O)[C@@H]3[C@]3(C(=O)OC)CCCCN23)cc1OC
[23] O=c1c2ccccc2[nH]c2ccccc12
[24] COc1ccc(OC)c(C(C)NC(=O)c2ccc(Br)cc2)c1 (stereo not drawn)
[25] COc1ccccc1OCCn1c(SCC(=O)O)nc2ccccc21
[26] O=C1C(c2ccc(F)cc2)N(Cc2ccc3c(c2)OCO3)C(=O)CN1C1CCCCC1 (stereo not drawn)
[27] O=C(O)CSc1nnc(C2CC2)n1-c1ccccc1
[28] CC(C)(C)SCCNC(=O)COc1ccccc1
[29] CC12CCC(=O)N1C(C(=O)Nc1ccc(Cl)c(S(=O)(=O)N3CCCCC3)c1)CS2 (stereo not drawn)
[30] CC(C)(C)OC(=O)N1CCC(c2c(C(=O)Nc3ccc4c(c3)OCCO4)cnn2-c2ccc(F)cc2)CC1
assay / entry	21	22	23	24	25	26	27	28	29	30
KB-V1 cytotox	18.4µM*	?	7.9%	16.4µM*	-1.2%	-17.4%	-0.3%	-11.2%	?	?
ATXN viability	i	?	/	?	i	i	?	i	?	?
SW480 rerep	-8.0%	?	18.4µM*	-105.8%[inhibitor]	0.7%	23.1%	-6.2%	2.9%	-3.3%	/
ATXN2 expr inh	4.4%	?	-15.9%	-1.3%	/	-4.1%	-0.4%	26.6%	-3.5%	-22.2%
IL-1B inflam inh	-14.0	-74.8*	-8.9	6.1	33.8	-6.4	-0.8	7.0	5.3	/
HT1080 IDH1KD tx	3.0%	?	-0.9%	2.6%	3.2%	-15.8%	4.8%	14.7%	-1.2%	/
KB-3-1 tox	0.0%	?	-0.1%	-6.9%	0.0%	0.5%	2.0%	-2.3%	-2.5%	?
HT1080NT lethal	10.4%	?	-3.1%	5.1%	3.8%	-11.3%	7.7%	4.1%	3.9%	/
MCF10A rerep	-2.3%	16.8%	121.5%	-6.8%	8.4%	-2.5%	1.9%	6.9%	20.2%	/

[31] NS(=O)(=O)c1ccc(CCNC(=O)c2ccc3nccnc3c2)cc1
[32] O=C(COC(=O)c1ccc(F)c(S(=O)(=O)N2CCOCC2)c1)NCCc1ccc(F)cc1
[33] CCCCn1c(N)c(N(C(=O)CSc2nnnn2-c2ccccc2)C2CCCC2)c(=O)[nH]c1=O
[34] Cc1cccc(C)c1NC(=O)C1c2ccccc2OCC(=O)N1Cc1ccco1 (stereo not drawn)
[35] CC1CCC(NC(=O)c2[nH]c(C(F)(F)F)nc2-c2ccccc2)CC1 (stereo not drawn)
[36] Cc1cccc(NC(=S)N/N=C/C(C)c2ccccc2)c1C (stereo not drawn)
[37] Cc1ccccc1-c1nc(CSc2nc3c(c(=O)[nH]2)CCC3)c(C)o1
[38] Cc1cc(-c2csc3ncnc(N4CCN(C)CC4)c23)cc(C)c1C
[39] COc1ccc(OC)c(N(C)S(=O)(=O)c2ccc3c(c2)N(C(C)=O)CCO3)c1
[40] COc1ccc(/C=N/NC(=O)CCc2ccccc2)cc1O
assay / entry	31	32	33	34	35	36	37	38	39	40
KB-V1 cytotox	-7.5%	10.5%	19.0%	10.1%	?	-18.8%	7.4%	-29.6%	11.0%	?
ATXN viability	i	i	i	i	i	i	i	i	i	i
SW480 rerep	-2.6%	-19.1%	-7.9%	/	/	27.1%	-4.8%	-14.5%	-5.8%	?
ATXN2 expr inh	3.3%	/	/	0.0%	-11.8%	7.2%	-17.7%	-17.8%	/	10.8%
IL-1B inflam inh	44.4	24.9	4.3	142.4	-7.2	-103.3*	25.2	-5.1	4.6	52.5
HT1080 IDH1KD tx	11.2%	-1.7%	4.9%	13.6%	-5.2%	-28.4%	-0.1%	-12.0%	-1.3%	?
KB-3-1 tox	27.2%	-1.7%	?	17.6%	-9.6%	?	1.0%	3.7%	0.6%	?
HT1080NT lethal	7.3%	1.5%	1.2%	24.1%	-3.1%	-3.4%	-2.5%	-17.7%	4.0%	?
MCF10A rerep	-2.8%	-2.5%	4.6%	/	/	-0.7%	0.9%	12.6%	2.2%	?

[41] CS(=O)(=O)N1CCc2cc(C(=O)NCc3ccccc3)ccc21
[42] Cc1ccc(C)c(N2N=C(C(=O)Nc3ccc(S(=O)(=O)N4CCCC4)cc3)CCC2=O)c1
[43] CCC(C(=O)N1CCN(c2cccc(Cl)c2)CC1)c1ccccc1 (stereo not drawn)
[44] O=C(COc1ccccc1C(=O)Nc1ccccc1)c1ccc(F)cc1
assay / entry	41	42	43	44
KB-V1 cytotox	?	-3.7%	?	?
ATXN viability	i	i	i	i
SW480 rerep	/	7.2%	16.1%	-3.9%
ATXN2 expr inh	7.9%	/	-12.6%	-20.6%
IL-1B inflam inh	/	32.4	-64.1*	-9.9
HT1080 IDH1KD tx	/	3.7%	?	-5.7%
KB-3-1 tox	2.0%	-12.1%	3.1%	-0.6%
HT1080NT lethal	/	7.3%	?	-0.3%
MCF10A rerep	/	1.8%	?	2.1%

Bioassay records: PubChem, National Center for Advancing Translational Sciences (NCATS)
